# HIV RNase H inh = HIV-1 RT RNase H inhibitors, primary screen, biochemical, fluorescence; RT-RNase H RNA/DNA duplex cleavage; inhibition, % at 10 µM; AID 565, 2006; actives 1.9% (n = 65,000); Gag-Pol polyprotein (Human immunodeficiency virus type 1 group M subtype B (isolate …; in the data active means inhibition above about 50%
# RmlCD inh mix = RmlC and RmlD coupled enzyme inhibitors, primary screen, biochemical, 384-well, compound mixtures, retest; RmlC/RmlD coupled enzyme inhibition, 384-well mixture HTS; inhibition, % at 5.5 µM; actives 0.39% (n = 110,000); AID 1532, 2009; in the data active means inhibition above about 30%, passing the limit was not always enough; inconclusive means no clear call, values can overlap the other calls; further: strong numbers were not always called active
# Active calls of the source: *; ? = inconclusive; nt = not tested or not shown.
# The line under a structure holds: HIV RNase H inh	RmlCD inh mix
1: CCOc1ccccc1N1CC(C(=O)N2CCc3ccccc32)CC1=O (centres undefined)
  nt	-7.0
2: CCOC(=O)C1=C(C)OC(N)=C(C#N)C1c1cc2c(cc1Br)OCO2 (centres undefined)
  -56.7	28.9
3: Cc1c(C(=O)Nc2ccncc2)sc2nc(-c3ccccc3)cn12
  -3.6	14.0
4: CCOC(=O)N1CCC(NC(=O)C2CCN(C(=O)N3CCOc4ccccc43)CC2)CC1
  -9.4	-11.9
5: CCOC(=O)C(C(=O)OCC)C1CS(=O)(=O)CC1C(C(=O)OCC)C(=O)OCC (centres undefined)
  nt	-13.8
6: Cc1noc(C)c1COc1ccc(C(=O)OCC(=O)c2ccc3c(c2)OCCO3)cc1
  20.4	-10.2
7: Clc1ccc2[nH]c3c(NCCN4CCOCC4)ncnc3c2c1
  -6.7	-7.9
8: COC(=O)[C@H](C)NC(=O)NC1CCN(Cc2ccccc2)CC1
  nt	-12.3
9: COc1ccc(-c2nn3c(-c4ccccn4)nnc3s2)cc1OC
  -11.4	12.2
10: C1CN(CC23CC4CC(CC(C4)C2)C3)CCO1
  nt	-10.3
11: O=C(OCC(=O)N1CCN(C(=O)c2ccco2)CC1)c1ccccc1C(=O)c1ccc(Cl)cc1
  -5.5	2.5
12: CC(C)(C)c1ccc(C(=O)CC(=O)c2cc(Cl)ccc2O)cc1
  nt	1.8
13: COc1ccc(NC(=S)NC(NC(=O)c2ccccc2Cl)C(Cl)(Cl)Cl)c([N+](=O)[O-])c1 (centres undefined)
  nt	6.9
14: Cc1ccc(NC(=O)NC2CCN(CC(=O)Nc3nccs3)CC2)cc1
  -11.9	2.6
15: COC(=O)C(CC(C)C)NC(=O)C(N)Cc1ccccc1 (centres undefined)
  nt	-3.7
16: CCO[C@@H]1OC(C(=O)N2CCN(C)CC2)=C[C@H](c2coc3ccccc3c2=O)[C@H]1CCCO
  nt	7.4
17: Cc1cc(-c2nnc(SCc3cccnc3)o2)no1
  -4.9	9.6
18: COc1ccc(NC(=O)c2cccc(OC(F)F)c2)cc1Cl
  nt	-9.7
19: CCCCNC(=O)COC(=O)c1ccc(Cl)c(S(=O)(=O)N2CCCC2)c1
  nt	11.9
20: Cc1cccc(N/C(N)=N/c2nc(C)cc(C)n2)c1
  nt	15.1

# Complete entries from above.
# Shown for COc1ccc(NC(=S)NC(NC(=O)c2ccccc2Cl)C(Cl)(Cl)Cl)c([N+](=O)[O-])c1 (centres undefined) = HIV RNase H inh: nt; RmlCD inh mix: 6.9
# Shown for Cc1cccc(N/C(N)=N/c2nc(C)cc(C)n2)c1 = HIV RNase H inh: nt; RmlCD inh mix: 15.1
# Shown for O=C(OCC(=O)N1CCN(C(=O)c2ccco2)CC1)c1ccccc1C(=O)c1ccc(Cl)cc1 = HIV RNase H inh: -5.5; RmlCD inh mix: 2.5

# Following part
# The line under a structure holds: HIV RNase H inh	RmlCD inh mix
21: CN1CCC(OC(=O)COc2ccccc2)CC1
  nt	-8.2
22: CCCNC(=O)Nc1nccs1
  nt	-9.9
23: CCOC(=O)NC(Nc1cc(C)ccn1)(C(F)(F)F)C(F)(F)F
  -8.8	-13.6
24: Cc1cc2oc(=O)cc(CSc3nc(N)cc(N)n3)c2cc1C(C)C
  nt	10.7
25: Cn1c(SCC(=O)NCC2CCCO2)nc2c([nH]c3ccccc32)c1=O (centres undefined)
  nt	-7.2
26: O=c1c(Cl)nc2cc(Cl)ccc2n1CCNc1ncc(C(F)(F)F)cc1Cl
  nt	-5.1
27: O=C(/C=C/c1ccc(Cl)cc1Cl)NCCN1CCOCC1
  nt	-10.3
28: O=C(NC(=S)NCc1ccccc1)C1CCCCC1
  nt	9.3
29: COc1cc2c(cc1OC)C1Cc3ccc(OC)c(OC)c3CN1CC2 (centres undefined)
  -14.4	-20.6
30: CCCCOc1ccccc1C1C(C(=O)OC)=CN(CC)C=C1C(=O)OC
  -8.7	nt
31: COC(=O)C1=C(C(=O)OC)[C@@H]2Nc3ccccc3[C@@]23C[C@@H](C(=O)OC)N(C(=O)NC2CCCCC2)C3=N1
  nt	-11.8
32: COc1ccc(C(=O)CCC(=O)N2CCN(c3ccc(N4CCOCC4)nn3)CC2)cc1
  -5.1	-11.4
33: COc1cccc(C2=NOC(C(=O)NCC3CCCO3)C2)c1 (centres undefined)
  -5.5	-10.4
34: C=C(C)C(=O)N1CC2(CC(c3cccc(NC(=O)/C(C)=C\C)c3)=NO2)C[C@H]1C(N)=O (some centres undefined)
  nt	0.3
35: O=c1[nH]c(SCc2ccc(Cl)cc2)nc2c1CCC2
  -11.9	nt
36: CCSc1nnc(Cc2cc(=O)[nH]c(=O)[nH]2)n1-c1ccc(Cl)cc1
  -5.0	6.8
37: Cc1ccc(CC(CC(=O)NCCc2ccc3c(c2)OCO3)C(=O)O)cc1 (centres undefined)
  nt	-28.5
38: Brc1ccc(-c2noc3c2-c2nc(-c4ccccc4)sc2CC3)cc1
  nt	-0.8
39: Cc1sc2ncnc(NCCCn3ccnc3)c2c1C
  -4.6	-10.8
40: COc1ccc(NCc2nnc(SCC(=O)Nc3ccccc3OC)o2)cc1
  nt	-8.8
41: CN(c1ccccc1C(=O)N1CCCC1)S(C)(=O)=O
  -6.9	-15.8
42: Cc1ccc(C2=[N+]([O-])C(C)(C)CC2)cc1
  nt	-10.2
43: COc1ccc(C(=S)N2CCCC2)cc1
  nt	-15.2
44: CCOc1ccc(S(=O)(=O)n2c(C)nc3ccccc32)cc1
  -24.8	0.7
45: COc1cccc(Nc2nc(CC(C)=O)ns2)c1
  nt	-4.2
46: CCOC(=O)C1=C(C)NC(=O)NC1c1ccoc1 (centres undefined)
  3.4	5.3
47: O=C(O)CCC1=C2c3ccccc3CCN2C(=O)CC1
  -4.0	-4.1
48: Cc1ccc(O)c(C(=O)CC(=O)c2cccc(F)c2)c1
  6.8	7.2
49: CCC(=O)Nc1ccc(C(=O)CSc2nnc(CNc3ccc(Cl)cc3)o2)cc1OC
  -13.9	10.8
50: NCC1(c2ccc3c(c2)OCCO3)CCCC1
  -17.2	3.0
51: O=C(NCCCN1CCOCC1)c1ccc(S(=O)(=O)N2CCOCC2)cc1
  -0.9	43.5
52: C=CC(=O)NC(C)(C)Cc1ccccc1
  nt	15.1
53: CC1CCCN(c2nc3c(c(=O)n(C)c(=O)n3C)n2Cc2ccccc2)C1 (centres undefined)
  -14.9	3.3
54: COCCCNC(=O)c1ccc(Cn2c(=O)c3ccccc3n(Cc3cc(C)ccc3C)c2=O)cc1
  nt	-9.6
55: CCNC(=S)NS(=O)(=O)c1ccc(Cl)cc1
  nt	-7.5
56: COc1ccc(NC(=S)NCCc2ccc(Cl)cc2)c(OC)c1
  nt	3.9
57: CCOC(=O)c1c(N)n(Cc2ccccc2)c2nc3ccccc3nc12
  7.4	10.1
58: CSCc1c(C(=O)Nc2ccc(N3CCOCC3)cc2)oc2ccccc12
  nt	7.6
59: Cc1cccn2c(=O)c3cc(C#N)c(=O)n(CC4CCCO4)c3nc12 (centres undefined)
  nt	18.1
60: CCCc1nnc(NC(=O)C(CC)OC(=O)c2cc(C)nc3ccccc23)s1 (centres undefined)
  nt	-8.8
61: O=C(CCn1nc(-c2ccccc2)c2ccccc2c1=O)NCC1CCCO1 (centres undefined)
  -12.8	nt
62: CCCN1C2CCCC1CC(NC(=O)c1ccccc1OCC)C2 (centres undefined)
  3.3	-9.2
63: COCCN1C(=O)C(O)=C(C(C)=O)C1c1ccc(F)cc1 (centres undefined)
  7.7	8.9
64: CCCc1c(C)[nH]c2ccc(NC(C)=O)cc2c1=O
  nt	4.7
65: O=C(Nc1sccc1C(=O)N1CCOCC1)c1cccnc1
  5.8	12.8
66: CCOc1ncccc1C(=O)OCC(=O)Nc1cc(C)ccc1C
  nt	19.4
67: CCCC(C(=O)NC1CCCC1)N(CC1CCCO1)C(=O)c1snc(C(N)=O)c1N (centres undefined)
  0.0	-0.1
68: Cc1nn(C)c(N)c1C(O)(c1nccn1C)C(F)(F)F (centres undefined)
  -1.8	nt
69: O=C(NNC(=S)NC(=O)c1cccnc1)c1ccc(Cl)cc1
  nt	-0.3
70: O=C(OCCCN1CCCCC1)c1ccc(O)cc1
  -5.2	21.8

# The listing continues:
# The line under a structure holds: HIV RNase H inh	RmlCD inh mix
71: CS(=O)(=O)N1CCN(C(=O)c2cc(-c3ccccc3)nc3ccccc23)CC1
  nt	-9.9
72: CCOC(=O)C1CCCN(c2c(NCCCN(C)Cc3ccccc3)c(=O)c2=O)C1 (centres undefined)
  2.3	-5.3
73: CCOC(=O)C1CCCN(c2c(NCCCN(CC)c3ccccc3)c(=O)c2=O)C1 (centres undefined)
  7.5	-35.9
74: O=C(COc1ncnc2c(Cl)cc(Cl)cc12)N1CCCCC1
  -7.0	?
75: CCCOc1ccc(Cl)cc1Nc1nc(NCCO)nc(N2CCCC2)n1
  nt	-9.1
76: O=C(NCCO[N+](=O)[O-])c1cccnc1
  nt	-10.4
77: Cc1nnc(NC(=O)c2c(F)cccc2F)s1
  nt	7.7
78: COC(=O)C1=C(C)N(c2cccc(C)c2)C(=O)/C1=C\c1cccs1
  nt	15.4
79: O=C(CCN1C(=O)c2ccccc2C1=O)Nc1sc2c(c1C(=O)NCc1ccco1)CCCC2
  -4.1	68.8
80: CCCCN(CC)Cc1ccc(CNC(=O)Nc2ccc(F)cc2)o1
  nt	7.1
81: COC(=O)C(CCSC)NC(=O)Cn1ncc2c(=O)oc3ccccc3c21 (centres undefined)
  nt	-6.3
82: CCS(=O)(=O)Nc1ccc(C2=NN(S(=O)(=O)c3ccc(F)cc3)C(c3ccco3)C2)cc1 (centres undefined)
  nt	-287.0
83: Cc1c(C(=O)c2no[n+]([O-])c2C(=O)c2cnn(C)c2C)cnn1C
  -0.8	-11.0
84: COc1ccccc1N1CCN(C(=O)c2oc3cc(C)c(C)cc3c2C)CC1
  -8.0	-24.3
85: Cc1ccc2c(c1)N(CC(=O)NCC1CCCO1)C(=O)C(C)O2 (centres undefined)
  nt	-3.7
86: Cc1c(Cl)cccc1-n1nnnc1-c1cccs1
  -56.1	7.1
87: Nc1ccccc1SCc1cc([N+](=O)[O-])cc2c1OCOC2
  nt	5.8
88: CCN(CC)CCn1c(NCc2cccc(OC)c2OC)nc2ccccc21
  nt	-6.3
89: CCCSc1nc(C)c(-c2csc(C(C#N)=C3CCCC3)n2)cc1C#N
  58.0*	20.8
90: COc1ccc(NC(C)=O)cc1NC(C)C(=O)Nc1ccccc1F (centres undefined)
  -0.7	-7.8
91: COc1cccc(N2CCN(C3C4CC5CC(C4)CC3C5)CC2)c1 (centres undefined)
  nt	3.8
92: COC(=O)C1=C(C(=O)OC)[C@@H]2N(C)c3ccc(OC)cc3[C@@]23C[C@@H](C(=O)OC)N(C(=O)c2ccco2)C3=N1
  nt	-0.6
93: COc1cc(OC)cc(-c2nc(-c3ccc(Br)cc3)no2)c1
  4.7	-16.2
94: O=C(O)c1ccccc1C(=O)NNc1ccc(F)cc1
  nt	9.3
95: COc1ccc(N2Cc3cccc(C(=O)NC(C)CCc4ccco4)c3C2=O)cc1 (centres undefined)
  -10.1	-93.8
96: Cc1ccc(NC(=O)c2oc3ccccc3c2NC(=O)c2ccc3c(c2)OCO3)cc1
  14.1	1.6
97: COc1cccc(C2CC(=O)Nc3cc4c(cc32)OCCO4)c1OC(C)C (centres undefined)
  -29.4	-1.2
98: O=C(CSCCc1ccccn1)Nc1ccc(Br)cn1
  nt	-7.3
99: O=C(CCNS(=O)(=O)c1cccs1)Nc1nccs1
  6.2	1.8
100: Cc1nc2nc(C)c(CCC(=O)O)c(C)n2n1
  nt	7.7
101: COc1ccc(C(=O)Nc2ccc(N3CCOCC3)cc2)cc1OC
  1.9	-2.5
102: COC(=O)C1=CN(CCCN2CCCC2=O)C=C(C(=O)OC)C1c1ccccc1C(F)(F)F
  -3.4	68.4*
103: O=C(NC(Cc1ccc2c(c1)OCO2)C(=O)N1CCCC1C(=O)O)c1ccccc1 (centres undefined)
  -4.8	-11.2
104: CC(C(=O)O)N1C(=O)c2cccc3cccc1c23 (centres undefined)
  -6.0	-13.4
105: CSc1nc(C)cc(NC(N)=O)n1
  -10.2	2.2
106: OCC[C@H]1C[C@@H](O)[C@H](O)[C@@]2(CCCO2)O1
  nt	-212.4
107: COc1ccc(CCNC(=O)COc2ccc(-c3ccc(C)cc3)cc2)cc1OC
  nt	4.4
108: Cc1ccnc(N2C(=O)c3ccccc3C2Nc2ccc3c(c2)OCCO3)c1 (centres undefined)
  -12.0	5.5
109: CCOC(=O)c1c(C)[nH]c(O)c1C=Nc1ccccc1
  nt	9.7
110: Cc1cc(C(=O)c2ccccc2)nc2ccccc12
  nt	13.5
111: Cc1cc(=O)oc2cc(OC(C)C(=O)N3CCCc4ccccc43)ccc12 (centres undefined)
  -7.3	-6.5
112: CCSc1nnc(NC(=O)CSc2nc(C)cc(C)n2)s1
  nt	-12.7
113: CC(C(=O)NC(=O)NC1CCCCC1)N1CCN(c2ccccn2)CC1 (centres undefined)
  -1.7	-11.9
114: Cc1ccc2nc(-c3ccccn3)cc(C(=O)N3CCN(c4ncccn4)CC3)c2c1
  -1.0	5.8
115: CCOC(=O)c1cc2oc(C)cc2n1CC(=O)OC1CCCCC1
  2.2	-11.5
116: O=C(CSc1nc2ccc([N+](=O)[O-])cc2[nH]1)c1ccc2ccccc2c1
  nt	-10.8
117: COC(=O)c1ccc(CN(C(C)=O)c2ccccc2)o1
  -6.9	-16.2
118: O=c1c2ccccc2nnn1Cc1nnc(-c2ccccc2Br)o1
  -50.6	10.1
119: COc1ccc(C2C(C#N)=C(N)N3C(=C2C#N)Sc2ccccc23)cc1 (centres undefined)
  86.6*	-11.9
120: Cc1cc(C)nc(SCCS(=O)(=O)Cc2ccc(Cl)cc2)n1
  nt	1.4
121: Cc1ccc(CN2C(=O)CCC2C(=O)NC2CCCC2)cc1 (centres undefined)
  -6.7	nt
122: Cc1ccc(CNC(=O)C2CCCN(S(=O)(=O)c3c(C)noc3C)C2)cc1 (centres undefined)
  nt	2.4
123: CCCCS(=O)(=O)C1CCS(=O)(=O)C1 (centres undefined)
  nt	6.7

# Source: PubChem BioAssay (several laboratories)

# An excerpt; rates above refer to the full screens.
